# Screening results as filed in PubChem BioAssay.
# JMJD2C inh: human JMJD2C demethylase inhibition; Q9H3R0; GST-JMJD2C(1-420) H3K9me3 demethylation, DELFIA europium; inhibition, % at 2.35 µM; hit rate 0.069% among 330,000;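 active = more than half of a compound's replicate wells show inhibition beyond 50%, single wells judged on their own value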;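 note: signal counts dimethyl H3K9 product captured on neutravidin plate; 0% = median of DMSO wells and 100% = 0.3 times that DMSO median; strong numbers were not always called active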
# LAP4-GFP MLPCN: modulators of TOR pathway LAP4-GFP in S. cerevisiae; hit rate 0.34% among 320,000; S. cerevisiae LAP4-GFP multiplex, flow cytometry GFP, 3 h; median GFP as percent of DMSO wells; GFP response vs DMSO, % at 10 µM;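 active = GFP response vs DMSO above a set limit, about the screen mean plus 3 SD, cut at about 150% in these data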
# proCasp3 act: procaspase-3 (human) activation | activation, % at 8.5 µM | P42574 | recombinant procaspase-3 D3A, Ac-DEVD-pNA absorbance 405 nm | hit rate 0.11% among 330,000;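 active = activation above the mean of all tested compounds plus 3 SD, cut at about 21% in these data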;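 note: 0% = DMSO alone and 100% = DMSO wells spiked with extra 5 µM PC-3 D3A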
# Target sequence (P42574 whole entry D9A/D28A/D175A): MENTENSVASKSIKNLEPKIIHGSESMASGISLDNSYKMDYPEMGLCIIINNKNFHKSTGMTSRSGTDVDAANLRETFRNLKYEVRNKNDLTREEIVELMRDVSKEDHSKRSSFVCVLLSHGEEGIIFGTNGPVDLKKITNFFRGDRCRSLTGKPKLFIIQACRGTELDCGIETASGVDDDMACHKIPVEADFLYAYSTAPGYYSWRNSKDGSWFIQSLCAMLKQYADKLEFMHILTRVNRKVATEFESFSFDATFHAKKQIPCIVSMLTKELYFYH
#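 assay system = Procaspase-3 D3A mutant | signal = absorbance at 405 nm, 0 and 120 min | times = 1 h preincubation plus 2 h reaction at 25 °C | repeats = single replicate | read-out = % activation between DMSO and enzyme-spiked controls | medium = Zinc-free HEPES saline buffer with Triton X-100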
# MEP2-GFP yeast: alters MEP2-GFP fluorescence in TOR pathway yeast screen; S. cerevisiae MEP2-GFP strain, flow cytometry GFP, 3 h; 100% = DMSO control level; GFP response vs DMSO, % at 10 µM; hit rate 0.51% among 330,000;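 active = GFP response versus DMSO above a set limit, roughly screen mean plus 3 SD, cut at about 180% in these data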;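 note: median GFP fluorescence of the barcode-gated MEP2-GFP cells per well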
# RPL19A-GFP yeast: modulators of TOR pathway RPL19A-GFP in S. cerevisiae; S. cerevisiae RPL19A-GFP strain, flow cytometry, 3 h; active compounds read low; percent response vs DMSO, % at 10 µM; hit rate 0.3% among 330,000; AID 2025;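 active = percent response vs DMSO below 50%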;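 note: median channel GFP fluorescence of the barcoded RPL19A-GFP strain; ratio of sample median GFP to plate DMSO average so 100% = DMSO; lower means less RPL19A-GFP as with rapamycin TOR inhibition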
# CR mimetic SO: yeast age-related superoxide inhibition as caloric restriction mimetic; S. cerevisiae aged cells, superoxide DHE fluorescence; active compounds read low; superoxide response (% of plate mean), % at 10 µM; hit rate 0.18% among 330,000;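 active = superoxide response under a set limit, about three screen SD below normal, cut at about 65% in these data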;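 note: yeast aged for seven days with compound at 30 °C before DHE staining; 100% = average MFI of all compound-treated wells on the plate with controls excluded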
# AHR act: human AHR activation | AHR-responsive luciferase reporter cells, luminescence | activation, % at 5 µM | hit rate 2.5% among 320,000 | AID 2796; in the data active = activation above about 47%;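 note: 0% = vehicle wells and 100% = reference agonist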
# Target sequence (P35869 whole entry, looked up): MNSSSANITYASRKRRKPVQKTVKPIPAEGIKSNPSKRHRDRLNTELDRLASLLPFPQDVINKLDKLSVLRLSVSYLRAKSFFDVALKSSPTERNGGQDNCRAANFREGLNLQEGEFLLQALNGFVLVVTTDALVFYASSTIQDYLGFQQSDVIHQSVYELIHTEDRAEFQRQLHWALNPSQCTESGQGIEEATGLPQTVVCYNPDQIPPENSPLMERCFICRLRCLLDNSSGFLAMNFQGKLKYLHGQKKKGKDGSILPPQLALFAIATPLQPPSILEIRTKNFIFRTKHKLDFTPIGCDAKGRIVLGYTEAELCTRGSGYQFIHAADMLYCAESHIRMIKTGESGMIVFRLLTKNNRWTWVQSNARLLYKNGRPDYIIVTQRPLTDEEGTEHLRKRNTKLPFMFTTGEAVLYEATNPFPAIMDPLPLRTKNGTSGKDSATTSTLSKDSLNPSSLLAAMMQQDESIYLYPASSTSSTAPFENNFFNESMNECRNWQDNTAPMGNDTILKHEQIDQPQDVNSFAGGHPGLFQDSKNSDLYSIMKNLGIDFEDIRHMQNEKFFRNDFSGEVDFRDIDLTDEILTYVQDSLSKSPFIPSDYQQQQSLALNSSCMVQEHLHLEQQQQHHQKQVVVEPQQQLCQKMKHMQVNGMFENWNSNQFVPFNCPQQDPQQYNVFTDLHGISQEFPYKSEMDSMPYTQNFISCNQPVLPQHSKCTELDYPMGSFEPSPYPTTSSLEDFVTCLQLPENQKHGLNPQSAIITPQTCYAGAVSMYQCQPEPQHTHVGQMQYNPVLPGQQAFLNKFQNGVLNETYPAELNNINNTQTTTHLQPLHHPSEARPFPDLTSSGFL
# procasp7 counter: activates human procaspase-7, counter-screen for procaspase-3 activators. activation, % at 8.5 µM. AID 463210. hit rate 0.093% among 330,000. recombinant procaspase-7, Ac-DEVD-pNA absorbance 405 nm; D23A/D198A/D206A triple mutant, cannot self-cleave; scale: DMSO 0, 5 µM enzyme 100. P55210;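 active = percent activation above the screen-wide mean plus 3 SD, cut at about 25% in these data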
#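 buffer or medium = Zinc-free HEPES/NaCl buffer, pH 7.4 | material = Procaspase-7 triple mutant (PC-7 D3A) | input = 2 µM procaspase-7 mutant as dispensed | signal = Epi-absorbance of released pNA at 405 nm, two timepoints | timing = 1 h preincubation, 2 h reaction | replicates = singlicate compound testing | evaluation = % activation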
# * marks the source's active call; other numbers are inactive results; · = no result given; & = joins results of further samples.
SMILES,JMJD2C inh,LAP4-GFP MLPCN,proCasp3 act,MEP2-GFP yeast,RPL19A-GFP yeast,CR mimetic SO,AHR act,procasp7 counter
Cc1c(Cl)c([N+](=O)[O-])nn1CCCC(=O)Nc1cccc(Cl)c1Cl,7,103,5,95,105,80,4,3
NS(=O)(=O)c1ccc(N/N=C/c2ccccn2)c([N+](=O)[O-])c1,1,104,-11,104,99,114,12,-1
COc1ccc(C(=O)NNC(=O)COc2ccc(Cl)cc2C)cc1S(=O)(=O)N1CCOCC1,5,94,7,93,90,92,-1,-4
CC(=O)c1cccc(Nc2nc(-c3cccnc3)cs2)c1,4,86,·,95,93,98,·,·
O=C(CCc1ccccc1)NCC(=O)N/N=C/c1ccc2c(c1)OCO2,1,89,4,98,102,96,5,-2
COc1ccc(C(=O)CSc2n[nH]c(C)n2)cc1[N+](=O)[O-],-15,110,2,101,100,101,7,-8
CCOc1ccccc1N1CCN(C(=O)C2c3ccccc3Oc3ccccc32)CC1,-9,103,-3,103,107,107,1,0
CCc1ccc(Nc2ccc3nonc3c2[N+](=O)[O-])cc1,4,116,1,99,101,112,-3,1
O=c1[nH]cnc2ccccc12,170,111,4,111,96,102,3,0
CCc1ccc(NC(=O)CSc2nc3ccccc3nc2N2CCCC2)cc1,5,128,4,95,95,95,3,4
COC(=O)C1=C2SC(C)C(=O)N2C(N)=C(C#N)C1c1ccc(OC)c(OC)c1 (stereo not drawn),6,104,-14,105,103,104,1,-3
C/C(=N\OCC(=O)OCC(=O)NCc1ccccc1)c1ccc2c(c1)OCO2,-2,103,6,97,98,90,-1,-3
CS/C(=N/S(=O)(=O)c1ccc(C)cc1)c1ccccc1,-9,95,-4,104,104,107,11,3
C=CCNc1oc(-c2ccc(OC)cc2)nc1C#N,-6,104,4,104,105,100,11,1
CC1(C)CC(=O)c2sc(NS(=O)(=O)c3cc(Cl)ccc3Cl)nc2C1,-18,94,8,104,102,105,-2,0
CSc1ccc(CN2CCC(n3nccc3NC(=O)CCCc3ccccc3)CC2)cc1,-2,89,1,108,94,135,-1,-5
O=C(NCCN1CCCC1)c1ccc(Cl)cc1,3,102,-1,109,103,96,3,-1
CC1Cc2ccccc2N1C(=O)c1ccnc(C(C)(C)C)c1 (stereo not drawn),4,110,-5,99,100,92,8,-1
C=CCn1c(SCC(=O)NCC2CCCO2)nc2scc(-c3ccccc3)c2c1=O (stereo not drawn),18,91,2,106,97,86,1,11
Cc1cc(C)n(C(=O)Cn2nc([N+](=O)[O-])c(Br)c2C)n1,0,105,-4,99,99,106,-1,12
C=CCn1c(=O)c2ccccc2n2c(SCC(N)=O)nnc12,1,92,4,96,94,101,-2,18
CCn1cc(CCC(=O)NC2CCCC2)c2ccccc21,-16,109,-5,109,105,93,9,-2
O=C(NCc1cccs1)C1CCN(c2ccc(S(=O)(=O)N3CCOCC3)cc2Cl)CC1,6,107,8,106,106,108,-1,1
CCCCC(=O)NC1(C(F)(F)F)C(=O)Nc2c1c(=O)[nH]c(=O)n2Cc1ccco1 (stereo not drawn),0,93,2,97,95,98,0,4
O=C(NCC(=O)N1CCCCCCC1)c1ccccc1Cl,5,107,5,104,104,95,9,3
CC1=C(C(=O)OCC2CCCO2)C(c2ccc(F)cc2)NC(=O)N1 (stereo not drawn),-4,100,-2,99,90,105,1,12
CN(C)/C=C(/C(=O)c1ccccc1)n1cncn1,12,85,4,93,88,94,-2,4
C=CCn1c(SCC2CCCCO2)nc2sc(CC)cc2c1=O (stereo not drawn),6,100,-5,99,107,104,-1,11
O=S1OC(c2ccccc2)c2cc(Cl)ccc21 (stereo not drawn),9,157*,-15,93,98,88,2,-12
CCC1CCc2c(sc(NC(=O)c3ccco3)c2C(N)=O)C1 (stereo not drawn),5,96,0,97,94,106,12,-8
O=C(C1CCN(S(=O)(=O)c2ccc(Br)s2)CC1)N1CCc2ccccc21,4,136,-6,94,92,86,-7,4
COc1ccc(OC)c(C2NC(=O)NC(C)=C2C(=O)OC2CCCCC2)c1 (stereo not drawn),9,105,6,108,108,99,1,3
O=C(O)CCC(C(=O)O)n1c(O)c(C2=c3ccccc3=NC2=O)sc1=S (stereo not drawn),-6,97,-21,94,97,109,18,-25
CCOCCCNC(=O)Cn1cc2c(n1)CCCC2,2,99,4,111,101,97,1,13
Cc1cccc(/C=C2/SC(=O)N(Cc3ccccc3Cl)C2=O)n1,-3,88,2,101,97,93,1,-1
COc1ccc(-c2ccc(=O)n(Cc3cccc(Cl)c3)n2)cc1,2,105,-8,122,111,55*,16,2
c1ccc(CCNc2nnnn2-c2ccccc2)cc1,7,105,4,102,102,96,0,6
O=C(Nc1cccnc1Oc1ncnc2cc(Cl)ccc12)c1ccc(F)cc1,2,100,1,91,95,99,2,5
Cc1ccc(N2C(S)=C(C#N)C(=O)NC23CCCCC3)cc1,8,86,4,92,102,96,11,-16
CC/C(C)=N\N=C\c1c(O)n(CC)c2cc(C3=NNC(=O)CC3)ccc12,-13,86,-8,91,98,95,5,-10
CC(C)(C)C1CCC(C(=O)Nc2ccc(N3CCOCC3)cc2N2CCOCC2)CC1 (stereo not drawn),-2,96,4,91,97,95,-1,4
NC1=C(Br)C(=O)c2ccccc2C1=O,4,124,6,119,112,151,1,-6
O=C(CCNS(=O)(=O)c1ccccc1F)N1CCN(C(c2ccccc2)c2ccccc2)CC1,2,103,5,96,95,95,1,3
COc1cccc(OCc2cc(C(=O)N(C)Cc3nc(C)cs3)no2)c1,-3,106,6,100,99,102,10,0
CC(=O)c1nnn(-c2cccc([N+](=O)[O-])c2)c1C,31,97,4,97,94,101,1,-5
COC(=O)c1c(NC(=O)CSc2nc3nc(C)cc(C)n3n2)sc(C)c1C,-8,94,-14,94,97,78,-1,-8
O=C1CSC(c2cccc(F)c2)N1c1c(F)cccc1F (stereo not drawn),5,92,4,108,105,108,0,-3
NC(=O)CC(NC(=O)Cc1ccc(Br)cc1)c1ccc(NC2CCC2)c([N+](=O)[O-])c1 (stereo not drawn),-2,101,-2,92,98,94,4,-7

# Compounds listed so far containing an NH in an aromatic ring, in the order listed:
SMILES,JMJD2C inh,LAP4-GFP MLPCN,proCasp3 act,MEP2-GFP yeast,RPL19A-GFP yeast,CR mimetic SO,AHR act,procasp7 counter
COc1ccc(C(=O)CSc2n[nH]c(C)n2)cc1[N+](=O)[O-],-15,110,2,101,100,101,7,-8
O=c1[nH]cnc2ccccc12,170,111,4,111,96,102,3,0
CCCCC(=O)NC1(C(F)(F)F)C(=O)Nc2c1c(=O)[nH]c(=O)n2Cc1ccco1 (stereo not drawn),0,93,2,97,95,98,0,4

# Next part:
SMILES,JMJD2C inh,LAP4-GFP MLPCN,proCasp3 act,MEP2-GFP yeast,RPL19A-GFP yeast,CR mimetic SO,AHR act,procasp7 counter
CC(O)CNc1nc2sc3c(c2c(=O)n1CCc1ccccc1)CCCCC3 (stereo not drawn),6,103,-2,99,97,110,5,-14
O=c1c2ccccc2c(C=NCCO)c(O)n1-c1ccccc1,-1,102,10,104,99,114,1,3
CCCCc1nnc2c(N(C)S(=O)(=O)c3ccc(C)cc3)nc3ccccc3n12,1,97,-3,107,111,111,27,5
O=C(NC(C(=O)c1ccccc1)N1CCOCC1)c1ccccc1 (stereo not drawn),2,105,2,109,107,90,1,7
Cc1ccc(C)c(Nc2nc3nonc3nc2N2CCOCC2)c1,3,102,5,105,105,107,1,9
Cc1cc(NC(=O)CSc2nc(=O)n3cc(Cl)ccc3n2)no1,51,113,-7,108,106,94,2,4
COc1cc(SC)ccc1C(=O)OC1CCOC1=O (stereo not drawn),2,99,4,103,104,113,-1,-4
CN(C)CCCN(C(=O)c1ccc2c(c1)CCCC2)c1nc2ccc(F)cc2s1,-12,109,-14,98,98,96,1,2
COCCNC(=O)c1ccc(Cn2c(=S)[nH]c3cc4c(cc3c2=O)OCO4)cc1,6,92,-3,93,98,96,1,-3
CN(C)/C=C(\C=O)c1onc(-c2ccccc2Cl)c1C#N,0,96,5,99,103,114,-1,12
CC1=C[C@H]2OC(=O)[C@@H](C)[C@H]2C[C@@H]2[C@H]1C[C@@H](O)[C@@]2(C)O,-7,102,-2,97,110,91,0,9
COc1ccc(N(CC(=O)NC2CCCC2)C(=O)Cn2nnc(-c3ccc(OC)c(OC)c3)n2)c(OC)c1,3,101,-4,105,104,98,1,-2
CCOC(=O)N1CCN(CC(=O)Nc2c(C(=O)OC)[nH]c3ccccc23)CC1,-3,99,13,107,102,84,8,2
Cc1ccc(C(=O)NCCc2cccs2)cc1,-1,102,-9,97,103,106,-10,5
Cc1cc(NC(=O)CN(C)CC(=O)Nc2ccc(Cl)cc2)no1,7,98,6,98,98,93,6,17
CCc1noc(C)c1C(=O)Nc1nc(-c2ccccc2)c(C(C)=O)s1,2,117,3,102,103,96,0,4
CCOC(=O)[C@H]1[C@H]2COc3cc(OC)ccc3[C@@H]2N2C(=O)CN(Cc3ccc(C)cc3)C(=O)[C@@]12C,5,95,12,94,97,93,-1,14
COc1ccc(OC(C)c2ccc(C#N)c(=O)[nH]2)cc1 (stereo not drawn),-1,97,-1,106,104,100,2,-10
Cc1c(NC(=O)CN2C(=O)c3cccc4cccc2c34)c(=O)n(-c2ccccc2)n1C,4&21,104,-9,108,100,101,-5,-6
CCOC(=O)C1=C(C(F)(F)F)Nc2ncnn2C1c1cccc(OC)c1OC (stereo not drawn),4,100,-4,102,101,86,1,7
CC(C)C(NC(=O)C(NC(=O)C1OC2OC(C)(C)OC2C2OC(C)(C)OC12)C(C)C)C(=O)O (stereo not drawn),11,96,8,88,93,98,0,4
Cc1cccc(N/C(N)=N/c2nc(C)cc(=O)[nH]2)c1,-21,99,0,104,96,103,16,-1
O=C(NC1CCCCC1)c1ccc(N2CCOCC2)c([N+](=O)[O-])c1,-3,87,14,106,105,100,-1,-3
CCOC(=O)c1cnn(CC2CCCCC2)c1N,-4,102,1,100,100,111,3,8

# Reprinted from above, 2 compounds:
SMILES,JMJD2C inh,LAP4-GFP MLPCN,proCasp3 act,MEP2-GFP yeast,RPL19A-GFP yeast,CR mimetic SO,AHR act,procasp7 counter
Cc1c(Cl)c([N+](=O)[O-])nn1CCCC(=O)Nc1cccc(Cl)c1Cl,7,103,5,95,105,80,4,3
NS(=O)(=O)c1ccc(N/N=C/c2ccccn2)c([N+](=O)[O-])c1,1,104,-11,104,99,114,12,-1

# Further compounds follow.
SMILES,JMJD2C inh,LAP4-GFP MLPCN,proCasp3 act,MEP2-GFP yeast,RPL19A-GFP yeast,CR mimetic SO,AHR act,procasp7 counter
Cc1cc(C)c(S(=O)(=O)c2ccccc2F)c(=O)[nH]1,-40,92,-1,105,106,107,0,19
CCOC(=O)NCCOC(=O)Nc1ccc(Cl)cc1,-3,79,8,96,96,106,3,7
N=C1/C(=C/c2ccc(-c3cccc(C(=O)O)c3)o2)C(=O)N=C2SC(CC(=O)N3CCOCC3)=NN12,2,92,1,98,97,94,2,-1
Cc1ccccc1-c1nnc(SCC(=O)Nc2c(C)n(C)n(-c3ccccc3)c2=O)o1,-31,98,15,107,105,94,8,-102
Cc1cc(C)c(-n2c(SCCS(=O)(=O)c3ccc(F)cc3)n[nH]c2=O)c(C)c1,-9,109,-10,95,103,107,0,-9
O=[N+]([O-])c1cc(/C=N/Nc2nc(N3CCCCC3)nc(N3CCCCC3)n2)ccc1O,3,100,0,101,90,103,0,4
Cc1ccc(Cn2nnc3c(=O)n(Cc4cccc(C)c4)cnc32)cc1,-10,114,0,109,102,97,0,2
